LmPK inhibitor = inhibitors of Leishmania mexicana pyruvate kinase. purified LmPK, Kinase-Glo ATP luminescence, 1 h. Potency, µM (top dose mostly 57.5 µM), inactives show at the highest dose activity change, negative = inhibition, actives largely listed as inhibitors. AID 1721. Q27686. hit rate 0.37% among 290,000; note: potency is the fitted concentration of half-maximal effect
Target sequence (Q27686 whole entry, looked up): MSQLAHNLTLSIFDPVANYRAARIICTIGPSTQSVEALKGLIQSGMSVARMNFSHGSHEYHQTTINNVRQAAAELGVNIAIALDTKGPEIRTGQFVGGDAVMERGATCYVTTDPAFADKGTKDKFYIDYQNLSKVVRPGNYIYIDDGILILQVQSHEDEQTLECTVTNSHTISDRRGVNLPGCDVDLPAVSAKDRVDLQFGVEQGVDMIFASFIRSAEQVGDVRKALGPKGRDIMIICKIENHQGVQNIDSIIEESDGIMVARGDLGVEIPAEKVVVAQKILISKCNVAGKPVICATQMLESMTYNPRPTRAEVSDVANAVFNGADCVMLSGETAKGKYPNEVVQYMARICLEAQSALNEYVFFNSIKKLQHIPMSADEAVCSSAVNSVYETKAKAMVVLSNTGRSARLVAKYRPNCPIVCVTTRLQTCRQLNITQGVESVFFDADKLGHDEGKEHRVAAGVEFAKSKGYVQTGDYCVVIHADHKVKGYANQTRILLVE
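In 50 mM imidazole pH 7.2 with 7 mM MgCl2, LmPK (0.1 nM) turned over PEP (0.5 mM) and ADP (0.1 mM) for 1 h at room temperature. Luciferase read-out of ATP.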
HCV inhibitor = blocks hepatitis C virus; Huh7.5.1 HCVcc-Cre infection, luciferase reporter, 44 h; Potency, µM (doses to about 41.8 µM), for inactives: at the highest dose activity change, negative = inhibition, actives largely listed as inhibitors; hit rate 3.4% among 340,000; AID 651820; note: potency is the fitted concentration of half-maximal effect
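Infectious HCV cell culture screen: compound-treated cells (1,000/well, pre-plated 4 h) are infected with HCVcc-Cre at roughly 0.5 moi and grown 44 h. Infection is quantified by luciferase signal after 15 min substrate incubation at room temperature.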
TbPYK inhibitor = inhibitors of Trypanosoma brucei pyruvate kinase; AID 624173; Potency, µM (series often up to 76.8 µM), without a hit: at the top dose activity, negative = inhibition, most hits filed as inhibitors; TbPYK enzyme, Kinase-Glo Plus ATP luminescence, 45 min; hit rate 0.12% among 410,000; note: potency is the fitted concentration of half-maximal effect; nearly all actives have a fitted effect of over 50% in size
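TbPYK + substrate in 50 mM TEA pH 7.2, 100 mM KCl, 10 mM MgCl2, 0.05% BSA, 0.01% Tween-20; cpd pinned; ADP 130 uM final; 45 min RT; Kinase-Glo Plus 10 min; luminescence endpoint.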
AmpC inh no detg = blocks E. coli AmpC beta-lactamase in detergent-free assay; P00811; AmpC nitrocefin hydrolysis, absorbance 480 nm, 0.0001% Triton; Potency, µM (series often up to 57.1 µM), for inactives: at the top dose activity change, negative = inhibition, hits mostly inhibitors; hit rate 0.52% among 330,000; AID 485341;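 note: potency is the fitted concentration of half-maximal effect; plate controls were no compound for no effect and no enzyme for full effect; nearly all actives have a fitted effect of over 20% in size; some results filed as inactive show a strong effect at the top dose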
Target sequence (P00811 whole entry, looked up): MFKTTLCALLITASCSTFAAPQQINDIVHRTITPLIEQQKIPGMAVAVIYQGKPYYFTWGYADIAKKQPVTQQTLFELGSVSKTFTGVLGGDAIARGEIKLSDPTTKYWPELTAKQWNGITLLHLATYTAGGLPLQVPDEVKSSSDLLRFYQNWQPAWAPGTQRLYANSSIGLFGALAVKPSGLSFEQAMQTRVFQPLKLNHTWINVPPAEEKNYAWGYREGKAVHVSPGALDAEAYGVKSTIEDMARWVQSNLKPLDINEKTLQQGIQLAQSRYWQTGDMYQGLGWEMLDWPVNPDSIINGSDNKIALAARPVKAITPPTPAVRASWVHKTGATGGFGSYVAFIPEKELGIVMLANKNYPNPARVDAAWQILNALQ
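20 mM phosphate pH 7.0 + 0.01% (detergent screen) or 0.0001% Triton X-100; 5.3 nM AmpC reagent; cpd preinc 15 min RT; nitrocefin (800 uM stock) to start; A480 q20 s × 4 min; Activity was normalised to no-enzyme and no-compound control wells.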
HCMV inh = blocks human cytomegalovirus replication | hit rate 4.5% among 410,000 | HFF cells, HCMV-luciferase reporter, 72 h; hits give low values | activity change, negative = inhibition, % at 57.5 µM; in the data active = activity change below about -60%; inconclusive = no clear call, values can overlap the other calls; inactive = above about -39%
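Two compound doses tested in HFFs infected with HCMV-luciferase, MOI 1 PFU/cell, 72 h at 37C. Lysate luminescence read with OneGlo; data normalized against buffer-only and 10uM Salinomycin inhibitor controls.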
AMA1-RON2 inh = disrupts binding of P. falciparum AMA1 to RON2 | AlphaScreen AMA1-biotinylated RON2 peptide binding | Potency, µM (titrated, usually from 58.2 µM), for the others: top-dose activity change, negative = inhibition, hits mostly inhibitors | hit rate 0.2% among 360,000 | AID 720542;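 note: potency is the fitted concentration of half-maximal effect; 0% = vehicle wells and -100% = peptide control; nearly all actives have a fitted effect of over 45% in size; some results filed as inactive show a strong effect at the top dose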
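AMA1 (3D7) with his tag at 25 nM final met compounds first, then biotinylated RON2 peptide at 25 nM; detection used donor plus acceptor beads, 10 µg/mL apiece, read by AlphaScreen after 30 min at room temperature.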
AmpC detergent = AmpC beta-lactamase inhibition with detergent present; Potency, µM (titrated, usually from 114 µM), inactives show at the top dose activity change, negative = inhibition, most hits filed as inhibitors; hit rate 0.041% among 370,000; AmpC hydrolysis of nitrocefin, absorbance 480 nm, 0.01% Triton; P00811;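 note: potency is the fitted concentration of half-maximal effect; 0% = no-compound wells and -100% = no-enzyme wells; nearly all actives have a fitted effect of over 25% in size; some results filed as inactive show a strong effect at the top dose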
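AmpC (5.3 nM in the dispensed reagent) in 20 mM phosphate pH 7.0 with 0.01% (detergent screen) or 0.0001% Triton X-100 was preincubated with compounds for 15 min at room temperature. Nitrocefin was then added from an 800 uM solution, and hydrolysis was followed at 480 nm.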
Numbers without * were called inactive; ? = inconclusive; . = no result given; & = joins results of further samples; [ ] = remark or other dose. Unless noted, calls come from the whole dose curve; as a rule, active = well fitted curve in the direction sought with a large enough effect; inconclusive = small, poorly fitted or top-dose-only effect, or another doubt; inactive = no such curve, though single readings can be large; an effect the other way counts as inactive or inconclusive. Unless noted, % is set by controls: 0 for no effect and ±100 for the full control effect.

SMILES	LmPK inhibitor	HCV inhibitor	TbPYK inhibitor	AmpC inh no detg	HCMV inh	AMA1-RON2 inh	AmpC detergent
COC(=O)[C@]12CCCCC=C1N(Cc1ccc(Cl)cc1Cl)C(=O)[C@H](CC(=O)NCc1ccc(OC)c(OC)c1)C2	.	.	4%	.	-70*	-24%	.
Cc1ccc(C2=NNC(=O)C(c3c[nH]c4ccccc34)C2)cc1 (stereo unspecified)	6%	0%	0%	-41%	-36	-2%	-9%
CCN(C(=O)COC(=O)C1=COCCO1)c1ccccc1	.	2%	3%	-7%	6	-6%	-6%
CCCCCC1CC(CC(=O)Nc2nncs2)C(=O)O1 (stereo unspecified)	1%	7%	15%	76%[activator]	32	-7%	-4%
CC(C)(C)C(=O)O[C@H]1CC[C@@]2(C)C(=CC(=O)C3C2CC[C@]2(C)C(=O)CCC32)C1 (stereo partly specified)	.	13%	-2%	0%	29	-9%	.
O=C(Cn1ncc2c3ccccc3n(Cc3ccccc3F)c2c1=O)NCC1CCCO1 (stereo unspecified)	-1%	-1%	2%	101%[activator]	-28	-5%	-5%
COC(=O)c1ccc(NC(=O)COc2coc(CN3CCc4ccccc43)cc2=O)cc1	.	14%	1%	42%	-31	?	?
CN(CC(=O)Nc1cccc(F)c1)C(=O)c1ccc(N2CCCCC2)c([N+](=O)[O-])c1	.	?	0%	-27%	-36	-21%	?
COc1ccc(N2C(=O)CC(S/C(N)=N/N=C/c3ccnc4ccccc34)C2=O)cc1 (stereo unspecified)	2%	0%	.	-14%	.	.	-4%
O=C(O)C(Cc1c[nH]c2ccccc12)N1CCS(=O)(=O)CC1 (stereo unspecified)	9%	9%	-1%	-26%	62	-3%	-5%
S=c1[nH]nc(C2CCCCC2)n1/N=C/c1ccc(Br)s1	5%	18%	?	-29%	0	85%[activator]	0%
CCOC(=O)c1cccc(-c2c(-c3ccccc3)ncc3cc(OC)c(OC)cc23)c1	.	?	-23%	96%[activator]	136	-13%	7%
Cc1ccc(NC(=O)COc2ccccc2)cc1Cl	2%	-6%	1%	-21%	.	37%[activator]	-1%
Cc1ccc(-c2nc(COC(=O)c3c(C)noc3C)cs2)cc1	-8%	?	4%	-4%	?	76%[activator]	?
CCCn1c(SCC(=O)Nc2cccc(S(=O)(=O)N3CCCC3)c2)n[nH]c1=O	6%	1%	-3%	-18%	-27	8%	-14%
Nc1nnc(SCC(=O)NC2CCCCC2)n1-c1ccccc1	3%	13%	-1%	-3%	92	8%	-2%
CC1CCCC(NC(=O)COC(=O)c2sc3ccccc3c2Cl)C1C (stereo unspecified)	3%	14%	-7%	-22%	50	-13%	-13%
CSc1nc(NCCOC(C)=O)c(C#N)c(-c2ccc(C(C)(C)C)cc2)n1	.	.	4%	.	-20	.	-4%
CCOc1ccc(-n2c(C)cc(/C=C3/C(=N)N4C(=NC3=O)SN=C4S(C)(=O)=O)c2C)cc1	-1%	-4%	-6%	-33%	-35	-10%	-4%
CCOC(=O)Nc1cc(NC(=O)OCC)ncn1	.	-1%	-1%	.	-3	-24%	.
COc1ccc(CN(C)CC(=O)N(C)CC(=O)Nc2ccccc2Br)cc1F	.	7%	0%	-4%	46	0%	3%
O=C(NCc1ccco1)C1(c2ccc(Br)cc2)CCCC1	7%	-1%	-3%	-5%	-15	0%	2%
CC(NS(=O)(=O)c1ccc2c(c1)C(C)(C)C(=O)N2C)c1ccccc1 (stereo unspecified)	-7%	-5%	-4%	-14%	15	0%	-9%
Cc1cc(OC(=O)c2ccc(Cl)cc2Cl)c([N+](=O)[O-])c(=O)[nH]1	-2%	18%	5%	-12%	?	5%	-4%
Cc1ccc(S(=O)(=O)NCCSc2ncccn2)cc1	2%	-11%	-10%	17%	62	18%	-1%
Cc1ccc(S(=O)(=O)Nc2ccnc3ccccc23)cc1	1%	19%	-4%	-15%	-29	-5%	-1%
C/C(=N\NC(=O)c1c(Cl)cnn1C)c1cccc(NC(=O)c2ccc(C)cc2)c1	-8%	-29%	10%	25%	.	14%	-11%
Cc1ccc(C2=NS(=O)(=O)N(C)C(C(=O)Nc3cc(C)n(CC(=O)N4CCCCC4)n3)=C2)cc1	10%	0%	-1%	81%[activator]	4	29%	1%
CN(C)c1ccc(/C=C2\C(=N)N3C(=NC2=O)Sc2cc(S(C)(=O)=O)ccc23)cc1	5%	.	.	-4%	.	.	5%
CSc1nc(NS(=O)(=O)c2cc(Br)ccc2Br)cc(=O)[nH]1	3%	10%	-5%	-34%	-16	-1%	-10%

Structures above that have bromine, in the order listed:
SMILES	LmPK inhibitor	HCV inhibitor	TbPYK inhibitor	AmpC inh no detg	HCMV inh	AMA1-RON2 inh	AmpC detergent
S=c1[nH]nc(C2CCCCC2)n1/N=C/c1ccc(Br)s1	5%	18%	?	-29%	0	85%[activator]	0%
COc1ccc(CN(C)CC(=O)N(C)CC(=O)Nc2ccccc2Br)cc1F	.	7%	0%	-4%	46	0%	3%
O=C(NCc1ccco1)C1(c2ccc(Br)cc2)CCCC1	7%	-1%	-3%	-5%	-15	0%	2%
CSc1nc(NS(=O)(=O)c2cc(Br)ccc2Br)cc(=O)[nH]1	3%	10%	-5%	-34%	-16	-1%	-10%

Single entries from the list.
Reading for CCCCCC1CC(CC(=O)Nc2nncs2)C(=O)O1 (stereo unspecified) under AmpC inh no detg: 76%[activator]
Reading for Cc1ccc(C2=NNC(=O)C(c3c[nH]c4ccccc34)C2)cc1 (stereo unspecified) under AMA1-RON2 inh: -2%
Reading for COc1ccc(N2C(=O)CC(S/C(N)=N/N=C/c3ccnc4ccccc34)C2=O)cc1 (stereo unspecified) under AmpC detergent: -4%
Reading for CC(NS(=O)(=O)c1ccc2c(c1)C(C)(C)C(=O)N2C)c1ccccc1 (stereo unspecified) under HCMV inh: 15

Carrying on.
SMILES	LmPK inhibitor	HCV inhibitor	TbPYK inhibitor	AmpC inh no detg	HCMV inh	AMA1-RON2 inh	AmpC detergent
COc1ccc(Cl)cc1S(=O)(=O)N1CCN=C1Cc1ccccc1	-2%	7%	-7%	85%[activator]	.	17%	-4%
O=C(CCNC(=O)c1ccc([N+](=O)[O-])cc1)Nc1ccc(Cl)c(S(=O)(=O)N2CCOCC2)c1	.	?	0%	-27%	-20	-1%	-8%
COc1ccccc1N1CCN(C(=O)c2nc(-c3ccc(C)cc3)n3c2CCCCC3)CC1	.	.	4%	.	30	.	12%
CCC1CCCCN1CCCNC(=O)CNC(=O)c1nn(-c2ccc(OC)c(Cl)c2)c(=O)c2ccccc12 (stereo unspecified)	3%	?	-2%	74%[activator]	-7	-12%	-4%
CCOC(=O)[C@]12CCC=C1N(Cc1ccc(Cl)cc1Cl)C(=O)[C@H](CC(=O)N1CCCCC1)C2	.	.	1%	.	-25	3%	.
COC(=O)COc1ccc(C2NC(=O)NC(C)=C2C(=O)NCc2ccccc2)cc1OC (stereo unspecified)	-5%	14%	7%	-3%	-30	3%	?
Cc1nnc(NC(=O)c2ccc(N3CCCC3=O)cc2)s1	.	?	-2%	6%	72	2%	0%
CN1CCN(C(=O)c2ccc(-n3cccn3)nc2)CC1	-11%	14%	-2%	-7%	21	6%	-19%
Cc1ccc(-c2cc(-c3coc4ccccc4c3=O)c3c(n2)-c2cc(Cl)ccc2OC3)cc1	.	.	-2%	.	22	.	-3%
Cc1nccc2[nH]c(=O)c(C(=O)NC(C)CCc3ccccc3)cc12 (stereo unspecified)	12%	.	.	-19%	.	.	-2%
C(CCCN1CCCCC1)CCN1CCCCC1	.	-20%	0%	.	-32	-14%	.
CCC(=O)Oc1cc(C(C)(C)C)cc2cc(-c3nc(-c4ccc(OC)cc4OC)no3)c(=O)oc12	.	.	-6%	.	-39	.	15%
O=C(C1=C(O)C(=O)N(CCN2CCOCC2)C1c1cccc([N+](=O)[O-])c1)c1cccs1 (stereo unspecified)	-6%	8%	-2%	-15%	?	-5%	1%
CCOC(=O)c1c(C)[nH]c(C(=O)COC(=O)c2[nH]c(C)c(C(C)=O)c2C)c1C	-3%	?	-3%	-4%	?	-8%	-12%
CC(CN1CCCCC1)OC(=O)COc1ccc(Br)cc1 (stereo unspecified)	-6%	5%	1%	-7%	-5	2%	4%
O=C(CCC1CCCN(Cc2ccc3c(c2)CCO3)C1)NCc1ccc(F)c(F)c1 (stereo unspecified)	0%	-7%	1%	21%	-17	-1%	4%
COC1(C(F)(F)F)NC(=O)N(c2ccc(F)cc2)C1=O (stereo unspecified)	.	.	0%	.	10	.	1%
C=CCNC(=O)C1CC(=O)N(c2ccc(OCC(=O)N3CCCC3)cc2)C1 (stereo unspecified)	0%	2%	-7%	-6%	-29	1%	-5%
CCCCN(CC)CCNC(=O)Cn1cnc2sc(C)c(S(=O)(=O)N3CCOCC3)c2c1=O	0%	16%&16%	4%	1%	15	10%	-7%
CCOc1cc2[nH]c(=S)n(Cc3ccc(C(=O)O)cc3)c(=O)c2cc1OCC	-7%	18%	-14%	-24%	-26	101%[activator]	1%
COc1ccc(/C=N/NC(=O)c2cc(OC)c(OC)c(OC)c2)cc1CN1CCc2cc(OC)c(OC)cc2C1C (stereo unspecified)	14%	2µM*	-3%	96%[activator]	-18	-12%	1%
Cc1ccccc1NC(=O)Cn1nnc2ccccc21	2%	8%	3%	-8%[11.4 µM]	-20	-16%	?
CCOCCCNC(=O)c1cc2c(-c3ccc(OC)c(OC)c3)nn(C)c2s1	.	.	3%	.	8	.	-6%
O=C(CNC(=O)c1cccc(Cl)c1)NCC(c1cccs1)N1CCOCC1 (stereo unspecified)	.	-17%	-4%	-7%	-1	26%	-1%
COC(=O)c1ccc(CSc2ccc3nnc(-c4ccccc4)n3n2)o1	6%	9%	-11%	30%	.	-15%	?
CCc1nn2c(=O)cc(COC(=O)c3ccc(SC)cc3OC)nc2s1	.	-28%	-9%	27%	36	-7%[11.6 µM]	-11%

Single records, as listed above. Values in the order: LmPK inhibitor | HCV inhibitor | TbPYK inhibitor | AmpC inh no detg | HCMV inh | AMA1-RON2 inh | AmpC detergent
`CCOC(=O)c1cccc(-c2c(-c3ccccc3)ncc3cc(OC)c(OC)cc23)c1` across the screens: . | ? | -23% | 96%[activator] | 136 | -13% | 7%
`COc1ccc(Cl)cc1S(=O)(=O)N1CCN=C1Cc1ccccc1` across the screens: -2% | 7% | -7% | 85%[activator] | . | 17% | -4%

Screens from PubChem BioAssay.
